NPYLR7 ag – mosquito NPYLR7 agonism; HEK293T NPYLR7/Galpha15, GCaMP6s calcium fluorescence; activation, % at 10 µM; 0.15% of 270,000 active; AID 1259423; in the data active = activation above about 40%;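 also: 0% = vehicle and 100% = reference agonist at the receptor; some compounds past the cut are filed as inactive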
hcGAS inh – human cGAS inhibition; Q8N884; recombinant h-cGAS, ATP depletion, Kinase-Glo luminescence; inhibition, % at 12.5 µM; 0.081% of 290,000 active;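 also: 0% = vehicle reaction and 100% = reaction without DNA for no activity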
Target sequence (Q8N884 whole entry, looked up): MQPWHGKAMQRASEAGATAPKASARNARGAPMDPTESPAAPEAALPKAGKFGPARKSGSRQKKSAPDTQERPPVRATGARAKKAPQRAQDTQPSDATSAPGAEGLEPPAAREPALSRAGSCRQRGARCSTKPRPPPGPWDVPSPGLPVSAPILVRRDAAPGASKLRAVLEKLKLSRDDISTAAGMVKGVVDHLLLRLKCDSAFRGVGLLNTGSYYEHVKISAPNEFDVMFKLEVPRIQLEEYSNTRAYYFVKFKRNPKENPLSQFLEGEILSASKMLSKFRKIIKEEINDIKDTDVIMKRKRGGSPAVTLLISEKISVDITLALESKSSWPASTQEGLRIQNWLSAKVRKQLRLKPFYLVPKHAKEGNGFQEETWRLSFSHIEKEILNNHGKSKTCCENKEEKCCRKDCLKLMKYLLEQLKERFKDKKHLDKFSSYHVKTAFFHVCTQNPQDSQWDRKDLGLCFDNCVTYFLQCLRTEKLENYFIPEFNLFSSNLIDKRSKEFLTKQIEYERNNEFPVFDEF
mcGAS inh – inhibitors of mouse cGAS; Q8C6L5; recombinant cGAS, Kinase-Glo ATP depletion luminescence; inhibition, % at 12.5 µM; 0.15% of 160,000 active;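 also: 0% = negative control wells and 100% = reference inhibitor with no enzyme activity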
Active calls of the source: *; · = not tested or not shown. Rule as the data show it, unless noted: active = inhibition above about 40%; inactive = the rest. Rows were taken by chance, and some 0.29% of all compounds hit somewhere here.

Compound	NPYLR7 ag	hcGAS inh	mcGAS inh
COCCN1C(=O)C2(SCCN2C(=O)c2ccccc2C)c2ccccc21 (stereo not given)	7	-6	-7
c1ccc(N2CCC(CNc3nccn4cnnc34)C2)cc1 (stereo not given)	2	-11	·
CCc1nnc(NC2CC(=O)N(C(C)C)C2)c(C#N)c1CC (stereo not given)	1	-8	·
CC(C)C1CCCN(C(=O)C2CCN(C(=O)N3CCCC3)CC2)CC1 (stereo not given)	5	-5	·
O=C(c1cccs1)N1CCN(c2ccc3nnc(-c4ccco4)n3n2)CC1	-1	-4	·
CCOCCCN(Cc1nc(C(=O)OCC)cs1)C(=O)Nc1ccc(Cl)c(Cl)c1	-10	-9	-6
O=C(NCc1ccc2c(c1)OCO2)c1cccc(Nc2c(Oc3ccc(Cl)cc3)cnn(-c3cccc(Cl)c3)c2=O)c1	3	-6	-6
Cc1cc(C(F)(F)F)nn1CC(=O)Nc1cc(Oc2cccnc2)cc([N+](=O)[O-])c1	4	2	-7
O=C(c1cc(-c2cccnc2)on1)N(CC1CCOC1)c1ccccc1 (stereo not given)	-4	-8	·
CSc1nc2c(c(=O)[nH]1)C(c1cccs1)C1C(=O)CC(C)(C)CC1=N2 (stereo not given)	-2	-1	·
COc1cccc(CN(Cc2ccccc2)Cc2nc(C(=O)NCC3CCCO3)co2)c1OC (stereo not given)	18	-2	-5
COc1ncccc1NC(=O)CSCC(=O)Nc1cccc(C)c1	7	2	·
Cc1[nH]n(-c2ccccc2)c(=O)c1N=Nc1ccc(S(N)(=O)=O)cc1	8	-7	-7
CC(=O)Cn1c(Br)nc2c1c(=O)n(C)c(=O)n2C	3	-9	·
CCOC(=O)C(OCC)(OCC)C(c1ccccc1)C(C#N)S(=O)(=O)c1ccccc1 (stereo not given)	6	-6	·
CCOc1ccc2ccccc2c1C(=O)Oc1coc(CSc2nc(C)cc(C)n2)cc1=O	-10	-4	-8
CN(C)S(=O)(=O)c1ccc2c(c1)/C(=C\CCN1CCNCC1)c1ccccc1S2	-1	1	·
Cc1ccc2c(=O)c(-c3nc(-c4cccc(F)c4)no3)cn(CC(=O)NCCC3=CCCCC3)c2n1	-7	1	·
NCCc1cccc(-c2cc(NCc3ccccn3)nc3[nH]ccc23)c1	2	-6	·
CCCc1nc(N2CCCN(C(=O)c3ccc4c(c3)OCO4)CC2)c2c(C)nn(-c3ccccc3)c2n1	8	-7	-6
COC(=O)CCC(=O)N1CCN(c2cc(S(=O)(=O)N3CCc4ccccc4C3)ccc2OC)CC1	26	4	-6
CC(C)(C)c1ccc(N=Nc2c(O)[nH]c3ccc(F)cc23)cc1	-11	2	-1
Cc1noc(-c2ccncc2)c1C(=O)N1CCC(Cc2ccc3c(c2)OCO3)CC1	6	-7	-5
O=C1c2ccccc2C(=O)c2c(NC3CCCCC3)ccc(Nc3ccc(Oc4ccccc4)cc3)c21	4	11	-7
COc1ccc(C(=O)N2CCN(C)C(C(=O)O)C2)c(OC)c1OC (stereo not given)	0	1	-12
CCOc1ccc(NC(=O)COc2cc(C(C)(C)C)nn2-c2nc(C)cc(C)n2)cc1	1	-7	·
COc1ccc(S(=O)(=O)N2CCOCC2)cc1C(=O)N1CCC(CCc2ccc(O)cc2)CC1	7	-4	-3
COc1ccc(CNc2[nH]ncc2C(N)=O)c(Cl)c1	8	-9	·
Cc1ccccc1-n1c(SCc2ccc(Br)cc2)nnc1-c1ccccc1F	·	-10	-8
CCN(C)C(=O)c1ccc(N2C[C@H]3CC=CC[C@H]3C2)nc1	5	-26	·
CC(C)Cn1c(SC2CCOC2=O)nc2sc3c(c2c1=O)CCC3 (stereo not given)	0	5	-1
COc1ccc(/C(C)=N\NC(=O)CSc2nc3ccccc3s2)cc1	7	-1	-5
CCn1c(C2CCCN(Cc3ncc(C)[nH]3)C2)nn(CCN(C)C)c1=O (stereo not given)	1	-3	·
CCCn1c(=O)c(C(=O)Nc2ccc(O)cc2)c(O)c2ccccc21	2	6	-8
O=C(Oc1coc(CSc2ncccn2)cc1=O)c1ccco1	-10	-1	-6
CCOC(=O)N1CCN(C(C)C(=O)Nc2nc(-c3ccc(C)cc3)cs2)CC1 (stereo not given)	5	0	·
Cc1ccc(C)c(NC(=O)CN(C)C(=O)Cn2nc(C)c([N+](=O)[O-])c2C)c1	-7	-8	·
COc1ccccc1-c1ccc2c(c1)C(C)(Cc1ccc(C(F)(F)F)o1)C(=O)N2 (stereo not given)	4	0	-3
C=C(C)Cn1c(C2CC(=O)N(c3cccc(C)c3C)C2)nc2ccccc21 (stereo not given)	13	-9	-10
Cc1cc(N2C(=O)c3ccc(C(=O)Nc4ccc(O)cc4C(=O)O)cc3C2=O)no1	6	2	·
Cc1ccc(-c2nc(NCCC(c3ccccc3)c3ccccc3)c3ccccc3n2)cc1	2	-5	-6
CC(NC(=O)NCCCc1ccc(O)cc1)c1cnn(C)c1 (stereo not given)	1	0	·
Cc1ccc(C(=O)N2CCC(c3ccc(F)cc3)CC2)s1	-12	0	·
OCCCCN1CCCCC1CCc1ccccc1 (stereo not given)	-3	-4	-16
COCCNC(=O)CSc1ncnc2c1nnn2C	0	-7	·
O=C(Nc1cc(F)ccc1OCC1CCCO1)c1ccsc1 (stereo not given)	8	-13	·
Cc1ccc(C)c2sc(N(CCCN3CCOCC3)C(=O)COc3ccccc3)nc12	-2	-6	-8
COCCNC(=O)c1cc(NC(=O)c2cccc(Br)c2)ccc1N1CCN(c2ccccc2OC)CC1	4	-2	-5
CC(C)(NCC(=O)Nc1ccccc1Br)c1ccc(Cl)cc1	1	-3	·
O=C(c1ccc(Br)o1)N1CCC(C(O)c2ccccc2)CC1 (stereo not given)	-2	-3	·
CCc1cc(NCc2ccccc2)n(C)n1	14	-5	·
COc1cccc2sc(N(Cc3ccccn3)C(=O)c3cc(C)nn3C)nc12	3	-7	·
CCOC(=O)N=S(N)(=O)c1ccc(Cl)cc1 (stereo not given)	2	-8	·
Cc1nc2n(n1)C(=O)C(C(c1ccco1)N1CCN(CCO)CC1)S2 (stereo not given)	-2	-7	-7
c1ccc(CCN2CCC(Cn3ccnc3C3CC3)CC2)cc1	5	-5	·
CC(=O)NC1=NN(C(C)=O)C2(S1)C(=O)N(CCCOc1ccccc1)c1c(C)cccc12 (stereo not given)	-1	-6	-7

Further compounds:
Compound	NPYLR7 ag	hcGAS inh	mcGAS inh
N#CC(C(=O)C1c2ccccc2-c2ccccc21)c1nc2ccccc2s1 (stereo not given)	2	1	·
O=C(COc1ccc(Cl)cc1)Nc1cccc(-c2cccc(-c3ccc(F)cc3)n2)c1	10	-1	-5
O=C(CCCc1ccccc1)N1CCCC(O)(CO)CC1 (stereo not given)	1	-6	-11
CCn1cnnc1CCNC(=O)c1cc2ccccc2s1	·	0	-2
CC(C)N1CCc2c(sc(NC(=O)C3CC3)c2-c2nc3ccccc3s2)C1	166*	45*	32
O=C(NCC1(c2ccc(F)cc2)CCCC1)C1CCCO1 (stereo not given)	2	-11	-9
Cc1cccc(C2c3[nH]c4ccccc4c3CCN2C(=O)c2cn(C)c3ccccc3c2=O)n1 (stereo not given)	-2	-2	-6
CC(=O)C1(C)N(O)C(C)(C)C(c2ccc(F)cc2)=[N+]1[O-] (stereo not given)	-9	1	·

Other entries follow:
SMILES	NPYLR7 ag	hcGAS inh	mcGAS inh
CN(C)C(=O)C1CN(C(=O)c2cc(S(=O)(=O)N3CCCC3)cn2C)c2ccccc2O1 (stereo not given)	0	-6	·
O=C(CCc1ccccc1)N1CCCN(c2nc(C3CCOCC3)nc3c2cnn3-c2ccccc2)CC1	9	-2	-5
CCCOC1CCCN(Cc2ccc(O)c(O)c2)C1 (stereo not given)	-1	4	·
Cc1cc(C)n(C2CCN(Cc3cccn3-c3ncccn3)C2)n1 (stereo not given)	14	-5	·
COC(=O)c1ccc2oc(=O)n(C3CCN(C(=O)c4c(C)noc4C)CC3)c2c1	31	0	-4
Cc1nnc(-c2cc(C)n(-c3cccc(C(=O)NCc4cc(F)cc(F)c4)c3)n2)o1	·	2	1
COc1ccc(NC(=O)Cn2c3ccccc3c(=O)c3ccccc32)c(OC)c1	-2	-5	·
O=C(Nc1cccc(-c2cccc(Cl)c2)c1)C1CCN(C(=O)c2csnn2)CC1	-3	1	·

Three entries out of the list, ordered by SMILES length, high to low.
SMILES	NPYLR7 ag	hcGAS inh	mcGAS inh
O=C(CCc1ccccc1)N1CCCN(c2nc(C3CCOCC3)nc3c2cnn3-c2ccccc2)CC1	9	-2	-5
Cc1cccc(C2c3[nH]c4ccccc4c3CCN2C(=O)c2cn(C)c3ccccc3c2=O)n1 (stereo not given)	-2	-2	-6
Cc1nnc(-c2cc(C)n(-c3cccc(C(=O)NCc4cc(F)cc(F)c4)c3)n2)o1	·	2	1

(next part)
SMILES	NPYLR7 ag	hcGAS inh	mcGAS inh
CC1(C)CCCC2=C1CC1C(=O)NNC(=O)C1C2 (stereo not given)	1	-1	-4
COc1cc(C=NNC(=O)CCc2c(C)n[nH]c2C)ccc1O	3	-8	-7
CCOC(=O)N1CCN(Cc2ccc3c(c2)CN(C(=O)CC2=CCCCC2)CCO3)CC1	23	-7	-14
Cc1ccc(CN2CCC(CN(C)Cc3cc4ccccc4[nH]3)CC2)o1	2	-12	-10
CCc1ccccc1OCCN1CC[C@@]2(O)CCN(C(=O)C3CCCC3)C[C@H]2C1	·	-12	-7
COCc1nc(C)nc(N2CCN(C(=O)C(C)C)CC2)c1Cc1cc(C)ccc1C	-8	2	-2
CCCN(Cc1cc(NC(=O)CC)ccc1N(C)C)C(=O)Cc1cccs1	22	-4	-6
C=C(C)CN(CC)C(=O)CC1C(=O)NCCN1CC1CCCCC1 (stereo not given)	8	-3	-5
COc1ccc(N2CCN(Cc3cc(=O)c(OC)cn3CC(=O)Nc3cc(C)on3)CC2)cc1	3	-4	-9
CCOC(=O)C1(Cc2ccc(F)cc2)CCCN(C(=O)c2ccco2)C1 (stereo not given)	0	-6	·
O=C(Nc1ccc(C(F)(F)F)cn1)N1CCN(c2ncccc2C(F)(F)F)CC1	8	-9	·
Nc1c(-c2ccccc2)cnn1-c1ccc([N+](=O)[O-])cc1	3	-9	·
Cc1ccc(S(=O)(=O)NCc2cccc(-c3ncn[nH]3)c2)cc1F	8	-10	·
Cc1cccc(N2CCN(Cn3nc(C)n(-c4ccccc4C)c3=S)CC2)c1	9	-3	·
O=S(=O)(Oc1ccc(CNCc2ccc(F)cc2)cc1)c1ccc(F)cc1	7	-1	·
COc1ccccc1NC(=O)c1ccc(SCc2ccccc2)nc1	-10	-1	-3
COc1ccc2c(c1)CCN2CC(=O)NC1(c2ccccc2)CCC1	3	-10	-4
Cc1cc(C(=O)N2CCN(c3nc4nccc(-c5ccc(C6CCCCC6)cc5)n4n3)CC2)c(C)o1	28	-2	-6
CSc1ccc(CN(C(=O)[C@@H](N)Cc2c[nH]c3ccccc23)C2CC2)cc1	-3	-9	·
COCCNC(=O)C1=CN2CCN(Cc3c(C)noc3C)C(=O)N=C2O1	0	-13	·
COc1ccc(S(=O)(=O)CC(=O)N2CCN(c3nc4c(F)cccc4s3)CC2)cc1	2	-8	·
COc1cc2c(cc1OC)C(C(C)NC(=O)Cc1ccccc1)N(Cc1cccc(C)c1)CC2 (stereo not given)	-2	-5	-3
COc1ccc2c(c1)c(C1=C(c3c[nH]c4ccccc34)C(=O)NC1=O)cn2CCCN(C)C	4	-7	-9
CC(C)N(Cc1cc(Cl)ccc1OCc1nc(CO)cs1)C(=S)Nc1ccc(F)cc1	4	3	-5

Compound profiles (already shown):
Shown for COc1ccc(S(=O)(=O)CC(=O)N2CCN(c3nc4c(F)cccc4s3)CC2)cc1 = NPYLR7 ag: 2; hcGAS inh: -8; mcGAS inh: ·
Shown for COc1ccc2c(c1)CCN2CC(=O)NC1(c2ccccc2)CCC1 = NPYLR7 ag: 3; hcGAS inh: -10; mcGAS inh: -4
Shown for COCCNC(=O)C1=CN2CCN(Cc3c(C)noc3C)C(=O)N=C2O1 = NPYLR7 ag: 0; hcGAS inh: -13; mcGAS inh: ·

Next section:
SMILES	NPYLR7 ag	hcGAS inh	mcGAS inh
CN(CC1Cc2ccccc2O1)C(=O)c1ccc2oc(CCc3ccccc3)nc2c1 (stereo not given)	16	-5	-3
CCCc1cc(NCCCN2CCOCC2)n2nc3nc(C)cc(C)c3c2n1	2	3	2
CCCCCCCOc1ccc(C(C)=NOC)cc1	7	-8	·
C[N+](C)(C)CC=O	6	-4	-3
O=C(c1ccc2c(c1)OCO2)C1CCCN(C(=O)c2cnn(Cc3ccccc3)c2)C1 (stereo not given)	14	-5	·
Oc1[nH]c2ccc(F)cc2c1N=Nc1c(Cl)cc(Cl)cc1Cl	2	-7	·
CCCOc1c(Cl)cc(C=C(C#N)C(=O)OC)cc1OCC	2	-5	-5
O=C(Nc1cccnc1N1CCN(C(=O)c2ccc(OC(F)F)cc2)CC1)c1ccc2c(c1)OCO2	5	-4	-7
CCN1C(=O)C2(c3ccccc31)c1oc(CO)cc(=O)c1OC(=N)C2C#N (stereo not given)	7	-6	-9
CC(C)c1nccn1Cc1cc(C(=O)N(C)CC2COc3ccccc3O2)n[nH]1 (stereo not given)	3	2	·
CCN1CCN(c2c(CN(CCOC)C(=O)c3cccc(Br)c3)c(C)nn2-c2cccc(F)c2)CC1	1	0	0

From PubChem BioAssay
